mIDH1 inhibitor: blocks human mutant IDH1 R132H enzyme. IDH1-R132H enzyme, NADPH consumption, diaphorase/resazurin fluorescence. Potency, µM (titrated, usually from 76.6 µM), inactives show at the highest dose activity change, negative = inhibition, most hits filed as inhibitors. hit rate 0.093% among 390,000; further: potency means the concentration at half of the fitted maximal effect; on the % scale 0 is the no-effect control and ±100 the full control effect; nearly all actives have a fitted effect of over 65% in size
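IDH1-R132H (0.5 ug/mL) preincubated 30 min with compound, then NADPH (0.016 mM) and alpha-KG (2 mM) added; 80 min at RT, pH 7.5. Remaining NADPH coupled via diaphorase/resazurin to fluorescence (540/590 nm); concentration-response curves normalized to no-enzyme control.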
D2 antag: antagonizes the human D2 dopamine receptor; AID 485344; inhibition, % at 10 µM; hit rate 2% among 340,000; HEK293 TREx D2 cells, calcium flux, dopamine EC80; P14416; in the data active means inhibition above about 30%; further: 0% is about no effect
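HEK293 T-REx D2 cells, tet-induced, calcium dye no-wash. Cpd pintool add, 180 s kinetic, then EC80 DA, 180 s kinetic. Ca flux read.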
TRHR agonist: TRH receptor (human) agonism. P34981. TRHR cells, calcium flux fluo-8, FDSS agonist mode. activation, % at 2 µM. hit rate 0.18% among 360,000. AID 493084; in the data active means activation above about 30%; further: 0% is about no effect
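Fluo-8-loaded TRHR cells; 10 s baseline, compound added, kinetic Ca2+ fluorescence read 1/s, agonist mode.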
USP1 inh: USP1/UAF1 (human) deubiquitinase inhibition. O94782. recombinant USP1/UAF1, Ub-Rhodamine cleavage fluorescence. Potency, µM (doses to about 57.1 µM), inactives show top-dose activity change, negative = inhibition, most hits filed as inhibitors. hit rate 0.23% among 390,000; further: potency means the concentration at half of the fitted maximal effect; on the % scale 0 is the no-effect control and ±100 the full control effect; nearly all actives have a fitted effect of over 60% in size; inactives centre near -12
Target sequence (O94782 whole entry, looked up): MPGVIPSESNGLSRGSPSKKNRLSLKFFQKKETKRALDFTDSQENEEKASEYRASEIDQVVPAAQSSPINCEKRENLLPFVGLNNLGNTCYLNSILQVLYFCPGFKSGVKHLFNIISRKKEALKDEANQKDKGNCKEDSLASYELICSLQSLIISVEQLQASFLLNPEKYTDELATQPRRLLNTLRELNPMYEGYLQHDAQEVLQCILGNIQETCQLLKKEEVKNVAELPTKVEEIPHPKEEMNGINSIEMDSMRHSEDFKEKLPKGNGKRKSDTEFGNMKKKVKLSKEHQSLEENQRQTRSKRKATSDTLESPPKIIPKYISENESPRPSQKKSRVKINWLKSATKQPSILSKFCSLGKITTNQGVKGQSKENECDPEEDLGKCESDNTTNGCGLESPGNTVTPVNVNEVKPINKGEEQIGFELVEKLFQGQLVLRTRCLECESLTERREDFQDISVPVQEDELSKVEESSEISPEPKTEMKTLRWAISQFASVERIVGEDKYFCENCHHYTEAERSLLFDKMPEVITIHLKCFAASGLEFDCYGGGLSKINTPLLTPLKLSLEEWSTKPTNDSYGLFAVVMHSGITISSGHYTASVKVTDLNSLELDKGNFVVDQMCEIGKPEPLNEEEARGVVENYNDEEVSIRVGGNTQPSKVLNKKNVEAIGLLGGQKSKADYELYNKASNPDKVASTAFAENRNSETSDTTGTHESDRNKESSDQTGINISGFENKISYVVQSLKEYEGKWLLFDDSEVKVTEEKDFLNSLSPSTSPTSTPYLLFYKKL
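USP1/UAF1 complex at 1 nM was preincubated with compound for 15 min at room temperature, then Ub-Rho substrate (150nM final) was added. Fluorescence (480/540 nm) was read kinetically, 6 reads every 60 seconds.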
TRHR PAM: TRH receptor (human) allosteric enhancement; P34981; TRHR cells, fluo-8 calcium fluorescence, EC20 TRH enhancement; enhancement, % at 2 µM; hit rate 0.66% among 360,000; in the data active means enhancement above about 30%; further: 0% is about no effect
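TRHR-expressing cells loaded with fluo-8 calcium dye were read kinetically (ex 480/em 530) during compound addition, then stimulated with an EC20 of TRH (10 nM final). Enhancement of the Gq-mediated intracellular calcium response was scored.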
rTrxR1 inhibitor: rat TrxR1 inhibition. O89049. recombinant rTrxR1, NADPH fluorescence consumption, selenite substrate. Potency, µM (doses to about 114 µM), without a hit: at the top dose activity change, negative = inhibition, most hits filed as inhibitors. hit rate 1% among 390,000; further: potency means the concentration at half of the fitted maximal effect; on the % scale 0 is the no-effect control and ±100 the full control effect; nearly all actives have a fitted effect of over 65% in size
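Rat TrxR1 (90 nM in the dispensed reagent) was pre-reduced with 400 uM NADPH for 5 min at room temperature, then incubated with compound for 15 min. After 400 uM selenite was added, NADPH fluorescence (Ex 340/Em 450 nm) was followed for 8 min.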
D2 agonist: agonists of human D2 dopamine receptor | HEK293 T-REx D2 cells, calcium flux agonist mode | hit rate 0.53% among 340,000 | activation, % at 2 µM | AID 485358 | P14416;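 active means activation over 3 SD above normal in the single-dose calcium agonist read, cut at about 30% in these data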; further: 0% is about no effect
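Tetracycline-induced HEK293 T-REx cells with force-coupled D2 receptor, plated overnight at 30 C, loaded with no-wash calcium dye. After a 10 s baseline, compound was pin-added and calcium flux read kinetically for 180 s; calcium rises flagged agonists.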
TrxR1 substrate: substrates of rat thioredoxin reductase 1; Potency, µM (titrated, usually from 114 µM), for inactives: at the top dose activity change, negative = substrate turnover; purified TrxR1 substrate turnover, NADPH consumption readout; hit rate 0.01% among 390,000; AID 588456; O89049; further: potency means the concentration at half of the fitted maximal effect; on the % scale 0 is the no-effect control and ±100 the full control effect; nearly all actives have a fitted effect of over 50% in size
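Rat TrxR1, dispensed at 90 nM, was prereduced with 400 uM NADPH (final) for 5 min at ~22 deg C, then incubated with compound 15 min before 400 uM selenite. A first-read NADPH fluorescence drop versus no-compound background flagged substrates.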
PI4K2A inh: blocks human PI4K2A kinase activity; Q9BTU6; purified PI4K2A, ADP-Glo luminescence, 1 h; stronger effect = lower value; activity change, negative = inhibition, % at 76.9 µM; hit rate 0.13% among 420,000; in the data active means activity change below about -50%; inconclusive means mostly about -30% to -49%;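 further: -100% = wells without enzyme as full effect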
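ADP-Glo luminescence measured ADP generated by PI4K2A enzyme (4 ug/mL before mixing) with 1.2 mM PI substrate (pre-mix) and 300 microM ATP (pre-mix). Tris pH7.5 buffer with MgCl2, Triton X-100; 1 h reaction at ambient temperature.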
* marks the source's active call; other numbers are inactive results; ? = inconclusive; . = no result given; [ ] = remark or other dose. Unless noted, the call rests on the fitted dose curve; in most records, active means well fitted inhibition curve with a large enough effect; inconclusive means small, poorly fitted or top-dose-only effect; inactive means no such curve, though single readings can be large or run the other way.

SMILES	mIDH1 inhibitor	D2 antag	TRHR agonist	USP1 inh	TRHR PAM	rTrxR1 inhibitor	D2 agonist	TrxR1 substrate	PI4K2A inh
Cc1ccc(-c2noc(CSc3nnc(C)n3-c3ccc(C)c(C)c3)n2)cc1	-12%	.	0.0	?	-2	1%	0.2	-5%	-2
Cc1ccc(-n2c(=O)c3ccc(C(=O)NCc4ccccc4Cl)cc3n(CC(=O)Nc3ccc(C)cc3C)c2=O)cc1	8%	.	0.6	-13%	-8	9%	-0.1	0%	0
CCCc1nnc(NC(=O)CCC(=O)N2CCC(C)CC2)s1	0%	18	-0.1	-7%	-1	7%	-0.9	7%	-5
O=C(N/C(=C/c1ccc(Br)cc1)C(=O)N1CCOCC1)c1ccco1	8%	-2	0.0	-15%	-2	-11%	1.8	-6%	-2
CCOC(=O)c1cccc(N2C(N)=NC(N)=NC2(C)C)c1	-3%	8	0.4	-7%	-1	19%[57.1 µM]	1.5	-8%	0
Cc1ccc2c(c1)N(CC(=O)N1CCCC1)C(=O)C(C)O2 (stereo unspecified)	5%	-5	-0.9	-10%	-4	2%[57.1 µM]	0.3	5%[57.1 µM]	-1
CCCN1CCN(C(=O)CCc2nnc3ccc(N4CCN(c5cccc(OC)c5)CC4)nn23)CC1	9%	32*	-0.5	-18%	-3	18%[57.1 µM]	-0.6	9%[57.1 µM]	-2
O=C(CSc1nc(-c2ccco2)nc2cc(=O)[nH]n12)Nc1ccc(F)cc1	-16%	.	0.3	-5%	-5	6%[57.1 µM]	0.9	3%[57.1 µM]	-6
CCCCn1c(N)c(N(CC(C)C)C(=O)c2cnc(C)cn2)c(=O)[nH]c1=O	4%	1	0.0	-24%	-2	-7%	0.2	-3%	-5
O=C(Nc1ccccc1F)C1C2C=CC3(O2)C1C(=O)N(c1cccnc1)C3C(=O)NC1CCCCC1 (stereo unspecified)	5%	-13	0.5	-22%	-5	13%	0.2	6%	2
CNCC/C=C1/c2ccccc2CSc2ccccc21	2%	-5	1.0	-19%	0	5%	-0.9	6%	-6
COc1cccc(C(=O)N2N=C(c3ccccn3)CC2(O)C(F)(F)F)c1 (stereo unspecified)	1%	4	0.5	-5%	8	31%	-0.2	7%	-2
CCCn1c(SCC(=O)N(C)CC(=O)Nc2ccc(C)cc2)n[nH]c1=O	2%	.	-0.2	-19%	-4	6%	.	0%	-3
CCNC(=O)C1(c2ccccc2)CCCC1	-1%	-18	-0.3	-5%	1	8%	-0.2	3%	-2
Cc1ccc(-n2c(=O)c3c(C)c(C(=O)N(C)C)sc3n(CC(=O)N(C)c3ccccc3)c2=O)cc1C	0%	.	-0.5	-9%	6	7%[57.1 µM]	-0.8	-4%[57.1 µM]	3
Cc1cc(C)n2nc(C(=O)Nc3ccn(Cc4ccccc4C)n3)cc2n1	-3%	-8	0.2	-5%	-1	34%	51*	14%	2
O=C1NC(=Nc2ccccc2Cl)S/C1=C\c1cccc([N+](=O)[O-])c1	-4%	-20	-1.0	-19%	6	-4%	0.1	-7%	4
CC(C)(C)C1CCc2c(sc(NC(=O)c3ccncc3)c2C(N)=O)C1 (stereo unspecified)	-3%	2	-0.4	-16%	4	12%	-1.0	9%	8
CCCNC(=O)c1ccc2c(c1)N=C(C)c1c(C)ccc(C)c1S2	-18%	.	2.3	-23%	3	9%	5.7	-8%	-2
CCN1CCN(CCNC(=O)c2ccc(/C=C3\Sc4ccccc4N(Cc4ccccc4F)C3=O)cc2)CC1	-12%	-16	0.1	-11%	-4	12%[57.1 µM]	3.5	6%[57.1 µM]	-1
Cc1ccc(S(=O)(=O)Nc2cc(C)cc(CCNC=O)c2C)cc1	4%	.	.	-5%	.	19%[11.4 µM]	.	13%[11.4 µM]	2
COc1ccc(CCC(=O)NCc2ccc3c(c2)CCN3C(=O)c2cccc(C)c2)cc1	-10%	.	-0.5	3%	-1	-2%[57.1 µM]	1.0	-9%[57.1 µM]	0
CCCC(=O)Nc1ccc(-c2csc(-c3cccnc3)n2)cc1	2%	-7	0.1	-16%	11	7%[57.1 µM]	-1.2	-3%[57.1 µM]	-1
COc1ccc2oc(C(=O)OCC(=O)N3CCN(S(=O)(=O)c4ccccc4)CC3)c(C)c2c1	3%	3	-0.2	-8%	-3	-8%	0.3	27%	-3
O=C(NCc1ccncc1)C1COc2ccccc2O1 (stereo unspecified)	-1%	-1	0.1	-15%	4	10%	-0.4	2%	2
O=C(Nn1cnnc1)C(c1ccccc1)c1ccccc1	0%	20	-1.6	-14%	5	11%[57.1 µM]	0.6	8%[57.1 µM]	3
CN(Cc1cccnc1)C(=O)CNC(=O)COc1ccccc1	-9%	-17	-0.1	?	-3	15%	-0.8	5%	3
COc1ccc(C2CC(c3cccc(Br)c3)=NN2c2ccc(S(N)(=O)=O)cc2)cc1 (stereo unspecified)	5%	.	.	?	.	?	.	246%[activator]	-3
CC1Cc2ccccc2N1C(=O)CSc1nnc(Cc2ccccc2)n1CCc1ccccc1 (stereo unspecified)	1%	21	-0.4	?	0	3%	0.3	-7%	-1
COc1ccc(C(CNC(=O)c2cccc(S(=O)(=O)Nc3ccc(F)cc3)c2)N2CCCCC2)cc1 (stereo unspecified)	-10%	.	.	-9%	.	27%	.	1%	-3
COC(=O)[C@H](c1ccccc1Cl)N1CCc2sccc2C1	3%	-19	2.5	2%	4	14%	0.7	0%	0
COc1cccc(CNc2ccc3[nH]c(=O)[nH]c3c2)c1OCc1ccc(F)cc1	10%	10	-0.9	-27%	-1	-19%	-1.5	-4%	-6
CCn1c(-c2ccccc2)c(C(=O)CCl)c2ccccc21	-12%	-3	-2.9	-26%	-3	?	-0.4	-3%	8
Cn1c(=O)oc2cc(C(=O)c3ccccc3)ccc21	9%	10	-1.4	-18%	0	9%[57.1 µM]	0.0	-8%[57.1 µM]	-6
COc1cccc(/C=C/C(=O)OCC(=O)Nc2cc(C(F)(F)F)ccc2Cl)c1	0%	34*	2.5	-2%	-1	6%	2.3	12%	-5
O=C(Nc1ccc2c(c1)oc1ccccc12)c1ccc(Br)o1	4%	-24	0.8	-20%	3	17%[57.1 µM]	0.5	8%[57.1 µM]	-3
CCNC(=O)COc1ccc(/C=N/NC(=O)c2cccnc2)cc1OC	-18%	-22	-0.8	-4%	9	0%	1.5	-13%	0
Cc1ccc2[nH]c(=O)c(-c3noc(CC(C)C)n3)cc2c1	3%	-1	-2.1	-14%	0	4%	-1.3	27%	3
Cc1nc2c(N=Nc3ccccc3F)c(N)nn2c(N)c1C#N	-8%	-11	0.3	-18%	-2	-10%	-1.3	-12%	8
O=C(Nc1ccc2c(c1)OCCO2)c1cccs1	-4%	.	0.0	-5%	6	20%	.	1%	-12
CCOc1ccc(NC(=O)CN(C)C(=O)CN2C(=O)NC3(CCCC3)C2=O)cc1OCC	3%	12	0.6	1%	10	-3%[57.1 µM]	-1.7	-4%[57.1 µM]	-3
CCN(CCO)c1cc(Cl)nc(SC)n1	2%	14	0.9	-20%	-1	-2%	-0.1	-6%	0
O=C(COc1ccccc1Cl)Nc1ccc2oc(-c3ccccc3F)nc2c1	.	.	0.7	-19%	-1	44%[activator]	0.3	20%	3
C=CC[C@@H](CC(=O)N(CCO)Cc1ccccc1)C(=O)NCCOC(=O)[C@@H](CC=C)Cc1ccc(F)cc1	2%	.	.	-18%	.	-4%	.	0%	-3
CC1=C(C(=O)Nc2ccc(Cl)cc2)C(c2ccccc2F)n2nc(SCc3cccc(Cl)c3)nc2N1 (stereo unspecified)	-2%	.	1.5	-14%	11	35%	1.4	5%	-1
CC(C)c1ccc(C2c3[nH]c4ccccc4c3C[C@H]3C(=O)N(c4ccccc4C(=O)N4CCC[C@H]4C(=O)O)C(=O)N23)cc1 (stereo partly specified)	-13%	-8	0.4	-15%	7	17%	0.5	10%	1
O=C(O)CCC(=O)Nc1ccc(N2CCOCC2)cc1	-1%	10	0.1	0%	-2	16%[57.1 µM]	1.2	-13%	0
COc1ccc(NC(=O)Nc2cc(NC(=O)Nc3ccc(OC)cc3)c(C)nc2C)cc1	-3%	1	-0.2	-15%	19	-2%	0.2	-6%	-1
